bCat nuc transl: alters nuclear translocation of beta-catenin in HeLa cells; immunofluorescence imaging; nuclear translocation activity, % at 5 µM; hit rate 0.3% among 190,000; AID 1665;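 active = nuclear translocation activity above 50% at 5 µM, with a well cell count of 50 or more; inconclusive = wells under 50 cells across six images, flagged as toxic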;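 note: per-cell ratio of nuclear to cytoplasmic median beta-catenin stain intensity; plate controls were DMSO negative control for no effect and GSK-3 inhibitor IX positive control for full effect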
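Technique: fluorescence imaging of beta-catenin antibody stain plus DAPI / Material: human HeLa cell line / Incubation: compound treatment 24 h, 37°C, 5% CO2 / Read-out basis: % activation of per-cell nuclear versus cytoplasmic median beta-catenin signal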
WT yeast gro inh: growth inhibition of WT yeast, mitochondrial fusion screen | mitochondrial fusion phenotypic screen, WT strain | inhibition, % at 10 µM | hit rate 2.1% among 190,000 | AID 1362; in the data active = inhibition above about 58%; tested in S. cerevisiae
West Nile antiviral: West Nile virus antiviral activity, cell-based, CPE readout (AID 1621) | CPE inhibition, % at 10 µM, or IC50 in µM where a hit was titrated | West Nile virus-infected cells, CPE inhibition; higher % means a stronger effect | hit rate 0.02% among 290,000; in the data active = a potency from the dose series; inconclusive = CPE inhibition mostly from about 3.7% at the one dose, without a potency; inactive = the rest, 99 in 100 with CPE inhibition below about 2.2%; note: strong numbers were not always called active
T cell modulator: T cell immune modulation candidate | 2C CD8+ T cell-vesicle binding, flow cytometry; stronger effect = lower value | calls only at 7 µM | hit rate 0.068% among 330,000 | AID 2052;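 active = response, share of CD8 T cells binding vesicles, and their 90th percentile fluorescence all below set limits, cut at about 80% in these data, passing the limit was not always enough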
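Assay system: 2C TCR transgenic mouse naive CD8+ T cells, MACS-purified | Read-out: CD8+ gate FL2 mean fluorescence as % of same-row positive control | Signal: High-throughput flow cytometry with anti-B7-1 and anti-CD8 staining | Timing: Binding step 1.5 h, 37 °C, antibody labelling 20 min, ice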
MT stabilizer: microtubule stabilizers in HeLa cells; HeLa tubulin immunostaining HCS, 24 h; share of cells brighter than vehicle mean+2SD; % tubulin-high responders, % at 10 µM; hit rate 0.83% among 200,000;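 active = plate Z-score above 3 for both tubulin-high and condensed-nucleus cell shares, with cell loss under 80%, at 10 µM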;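 note: anti alpha tubulin signal scored within the nucleus-defined area of each cell; some results filed as inactive read as strong as hits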
Autophagy HCS: autophagy modulation, high-content screen; hit rate 0.98% among 190,000; MEF GFP-LC3 puncta imaging; test concentration mostly 10 µM; calls only at 10 µM (by protocol);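 active = percentage of spot-positive cells more than 3 SD above its plate mean, without a fluorescence outlier flag or 80% toxicity; inconclusive = no clear call, values can overlap the other calls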;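 note: spot-positive cell cutoff set from DMSO-treated cells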
Hep lipid drop: hepatic lipid droplet formation modulation | inhibition, % at 6.5 µM | AID 1656 | hit rate 0.4% among 240,000 | AML12 mouse hepatocytes, oleate lipid droplets, BODIPY imaging;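 active = lipid droplet intensity inhibited by at least 50%, with more than 500 cells counted; inconclusive = wells with under 300 cells, treated as cytotoxic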
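material = mouse AML12 hepatocyte cell line, fixed after treatment | also added = 100 µM oleic acid challenge | doses = compound at 6.5 µM only | schedule = overnight exposure | technique = Image-based BODIPY and DAPI two-channel analysis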
Myeloid diff MLP: compounds promoting myeloid differentiation | calls only at 10 µM | hit rate 1% among 360,000 | AID 624256 | ER-HoxA9 myeloid progenitors, lysozyme-GFP differentiation, flow cytometry;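 active = normalized GFP-positive differentiation at or above the plate's own cutoff, the solvent-only control mean plus 3 SD; inconclusive = no clear call, values can overlap the other calls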;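 note: cells exposed to compound for four days before flow analysis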
Insulin prom up: MIN6 insulin promoter up-regulation; MIN6 insulin promoter-GFP reporter, high-content imaging; stronger effect = higher value; z-score at 5 µM; hit rate 0.3% among 190,000; AID 1625;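 active = z-score above 3 at 5 µM with at least 500 cells counted in the well; inconclusive = wells under 500 cells, flagged as cytotoxic or low count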
WT yeast gro inh mutant strain: also measured in WT yeast gro inh; calls as there; inhibition, %; mitochondrial fusion phenotypic screen, mutant strain inhibition
Insulin prom up cell count: further read-out of Insulin prom up, marked with its call; cell count; measured here: cytotoxicity, nuclei count;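 total cells summed across four imaged fields per well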
Hep lipid drop cells 6.5 µM: recorded beside Hep lipid drop, whose call it bears; cell count; measured here: cell count, cytotoxicity flag;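 cells counted across two imaged fields per well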
bCat nuc transl cell count 5 µM: further read-out of bCat nuc transl, marked with its call; cell count; measured here: cell count, cytotoxicity flag
T cell modulator vesicle-bound %: recorded beside T cell modulator, whose call it bears; double positive events, %; measured here: CD8+ vesicle-bound cell fraction;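 binding gate set so that unloaded-vesicle control wells show 10% double positive cells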
MT stabilizer Hoechst-high %: second read-out of MT stabilizer, no call of its own (marks repeat the call); % Hoechst-high responders; measured here: nuclear condensation Hoechst responders;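 share of cells brighter than vehicle mean plus two SD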
MT stabilizer cytotoxicity %: recorded beside MT stabilizer, whose call it bears; toxicity, %; measured here: cytotoxicity by cell density;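 0% = mean cell density of plate MIN control wells and 100% = no cells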
Autophagy HCS cell loss 18 h: recorded beside Autophagy HCS, whose call it bears; toxicity, %; measured here: cell loss, nuclei count;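 cell loss after 18 h compound exposure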
Myeloid diff MLP GFP+ MAC1+ %: recorded beside Myeloid diff MLP, whose call it bears; GFP+ MAC1+ double positive, %; measured here: differentiation confirmed by MAC1 staining
The depositor's hits bear a star; i = inactive; ? = inconclusive; · = not tested or not shown.

SMILES	bCat nuc transl	bCat nuc transl cell count 5 µM	WT yeast gro inh	WT yeast gro inh mutant strain	West Nile antiviral	T cell modulator	T cell modulator vesicle-bound %	MT stabilizer	MT stabilizer Hoechst-high %	MT stabilizer cytotoxicity %	Autophagy HCS	Autophagy HCS cell loss 18 h	Hep lipid drop	Hep lipid drop cells 6.5 µM	Myeloid diff MLP	Myeloid diff MLP GFP+ MAC1+ %	Insulin prom up	Insulin prom up cell count
CC(=O)c1sc(Nc2ccccn2)nc1C	-1.1	987	1	4	0.8%	i	39	14	1.0	12	i	-5	·	·	i	0.2	0.33	1375
Fc1cccc(Cn2cc(C(=S)N3CCCCC3)c3ccccc32)c1	-1.2	1075	76*	68*	-0.7%	i	32	1.1	1.8	8.0	i	-3	-14	673	i	0.6	-0.96	1915
CC1CC(C)CN(CC(=O)N2CCCc3c2c(=O)oc2ccc(OCc4ccccc4)cc32)C1 (stereo unspecified)	·	·	17	-11	-0.3%	i	56	1.5	1.0	4.1	i	5	-15	775	i	0.7	·	·
O=C(O)c1ccc(NCc2nc3ccccc3n2Cc2ccccc2F)cc1	0.1	1319	·	·	0.1%	i	29	·	·	·	·	·	19	722	i	0.8	-0.22	1066
CCOC(=O)c1c(NC(=S)N2CCOCC2)sc(C)c1C	-0.3	1288	·	·	-0.4%	i	18	·	·	·	·	·	-14	645	i	0.7	-0.59	1164
CCN(CC)C(=O)NC1CCCCCCC1	-2.8	1122	9	-1	-0.8%	i	49	3.5	4.0	8.0	i	0	5	552	i	0.1	-0.99	1480
CCOC(=O)NNC(=O)C12CC3CC(CC(C3)C1)C2	1.2	1118	-24	-18	-0.1%	i	33	2.6	2.9	9.7	i	-3	20	706	i	0.8	-0.22	1239
CCOC(=O)Cn1c(S(=O)(=O)Cc2ccc(F)cc2)nc(-c2ccccc2)c1-c1ccccc1	·	·	·	·	-0.9%	i	31	2.9	1.0	5.3	i	15	·	·	i	0.9	·	·
CC(C)(C)C1CCC(=NNC(=O)c2cc3c(s2)CCCC3)CC1 (stereo unspecified)	0.9	1070	-15	0	-0.1%	i	3	2.9	3.6	2.4	i	-7	19	663	i	1.5	-0.16	1459
CN(C(=O)CCS(=O)(=O)c1ccc2c(c1)oc(=O)n2C)C1CCCCC1	·	·	·	·	-0.5%	i	19	·	·	·	·	·	-28	720	i	2.5	·	·
COc1ccc2c(CC(=O)OCC(=O)Nc3cc(C)c(C)cc3[N+](=O)[O-])coc2c1	-1.8	601	-7	6	0.6%	i	36	3.0	2.7	7.0	i	-4	2	586	i	1.0	-0.15	1335
CCCC(=O)Nc1ccc(C(=O)NNC(=O)COc2ccc(Br)c(C)c2)cc1	3.3	1067	10	9	·	i	20	3.0	2.2	8.3	i	1	1	789	?	·	·	·
COc1cc(CN2CCN(Cc3ccc(C)cc3)C(CCO)C2)ccc1O (stereo unspecified)	0.6	1648	6	8	1.2%	i	7	2.4	2.0	3.6	i	-6	-1	577	i	0.4	·	·
O=S(=O)(c1ccc(Br)cc1)c1nc(-c2ccccc2)oc1N1CCOCC1	·	·	·	·	-1.2%	i	72	·	·	·	·	·	-18	610	i	1.2	·	·
Cc1ccc(C)c2[nH]c(=O)c(CCNC(=O)c3ccco3)cc12	0.6	1047	-10	-24	-0.3%	i	40	3.3	3.0	7.2	i	-10	-3	718	i	0.5	0.23	1026

Structures listed so far that have fluorine, in the order listed:
SMILES	bCat nuc transl	bCat nuc transl cell count 5 µM	WT yeast gro inh	WT yeast gro inh mutant strain	West Nile antiviral	T cell modulator	T cell modulator vesicle-bound %	MT stabilizer	MT stabilizer Hoechst-high %	MT stabilizer cytotoxicity %	Autophagy HCS	Autophagy HCS cell loss 18 h	Hep lipid drop	Hep lipid drop cells 6.5 µM	Myeloid diff MLP	Myeloid diff MLP GFP+ MAC1+ %	Insulin prom up	Insulin prom up cell count
Fc1cccc(Cn2cc(C(=S)N3CCCCC3)c3ccccc32)c1	-1.2	1075	76*	68*	-0.7%	i	32	1.1	1.8	8.0	i	-3	-14	673	i	0.6	-0.96	1915
O=C(O)c1ccc(NCc2nc3ccccc3n2Cc2ccccc2F)cc1	0.1	1319	·	·	0.1%	i	29	·	·	·	·	·	19	722	i	0.8	-0.22	1066
CCOC(=O)Cn1c(S(=O)(=O)Cc2ccc(F)cc2)nc(-c2ccccc2)c1-c1ccccc1	·	·	·	·	-0.9%	i	31	2.9	1.0	5.3	i	15	·	·	i	0.9	·	·

Additional compounds.
SMILES	bCat nuc transl	bCat nuc transl cell count 5 µM	WT yeast gro inh	WT yeast gro inh mutant strain	West Nile antiviral	T cell modulator	T cell modulator vesicle-bound %	MT stabilizer	MT stabilizer Hoechst-high %	MT stabilizer cytotoxicity %	Autophagy HCS	Autophagy HCS cell loss 18 h	Hep lipid drop	Hep lipid drop cells 6.5 µM	Myeloid diff MLP	Myeloid diff MLP GFP+ MAC1+ %	Insulin prom up	Insulin prom up cell count
S=C1NC2(CCCC2)N=C1c1ccccc1	-3.1	1144	11	19	-0.3%	i	40	2.0	2.4	2.4	i	-1	3	762	i	0.6	1.7	1301
CCOc1ccc(/C=C2\SC(=O)N(CCNC(=O)CN3C(=O)NC4(CCCC4)C3=O)C2=O)cc1OC	·	·	·	·	0.2%	i	18	·	·	·	·	·	6	699	i	0.6	·	·
CCC(C)N(C(=O)c1csnn1)C(C(=O)NCc1ccc(F)cc1)c1ccccc1 (stereo unspecified)	·	·	·	·	-1.4%	i	23	·	·	·	·	·	-4	803	i	4.8	·	·
NC1=NC2(CCCCCC2)n2c(nc3ccccc32)N1	-2.2	1357	11	2	0.4%	i	18	3.0	1.6	5.5	i	-1	·	·	i	2.3	-0.27	1554
CCCCOc1ccc(C(=O)NCC2(c3ccccc3)CCOCC2)cc1	0.8	1377	28	12	-1.7%	i	24	1.6	1.7	12	i	8	·	·	i	2.0	-1.9	1118
CC(C)(C)n1ncc2c(=O)n(Cc3ccc(Cl)cc3)cnc21	-4.8	1148	-9	-11	-0.8%	i	28	3.1	1.6	11	i	2	0	695	i	0.4	-0.48	1518
COc1c(C)cc(C(=O)C2CCCN(C(=O)c3cccc(-n4cccn4)c3)C2)cc1C (stereo unspecified)	-0.9	945	3	2	-1.3%	i	40	4.2	2.2	3.2	i	20	-13	695	i	0.7	0.19	1475
CC(=O)C1=C(C)NC(SCc2ccc(C#N)cc2)=C(C#N)C1c1ccco1 (stereo unspecified)	-0.8	971	-17	-5	-1.4%	i	37	2.4	2.8	0.4	i	6	-18	670	i	0.3	-0.25	1358
O=C(CCNC(=O)c1ccco1)Nc1ccc(C(F)(F)F)cc1	·	·	·	·	-0.7%	i	22	·	·	·	·	·	-4	726	i	3.6	·	·
CC1(C)Cc2nc(Cl)c(C(=O)O)cc2CO1	0.2	1472	-8	-10	0.1%	i	53	3.2	2.0	3.1	i	13	9	706	i	0.1	0.04	1364
Cc1cc(C)cc(NC(=O)N2CCC(NC(=O)c3ccccc3C)CC2)c1	4.5	444	-11	-11	-0.2%	i	33	1.3	0.6	19	i	5	-10	773	i	3.4	·	·
COc1ccccc1NS(=O)(=O)c1ccc(C)c(NS(=O)(=O)c2cc(C(=O)O)cc(C)c2C)c1	·	·	·	·	-0.3%	i	10	·	·	·	·	·	-5	876	i	1.8	·	·
COc1ccc(-c2nc3c(s2)CCc2onc(-c4ccc(OC)cc4)c2-3)cc1	·	·	·	·	2.3%	i	20	·	·	·	·	·	-1	741	i	1.6	·	·
COc1cccc(OC)c1C(=O)NC(=S)Nc1ccc2c(c1)OCCO2	-0.1	1515	4	-5	-0.5%	i	50	3.1	2.7	4.4	i	-2	1	695	i	0.3	·	·
CC1=NN(C(N)=S)C(=O)C1N=Nc1ccccc1Cl (stereo unspecified)	·	·	·	·	1.5%	i	52	·	·	·	·	·	-3	813	i	0.6	·	·
CC(C)(C)OC(=O)N1CCCC1C(=O)NCCc1ccccc1 (stereo unspecified)	-0.3	1390	-3	14	-0.1%	i	15	4.4	3.7	6.1	i	5	·	·	i	2.2	-0.15	1778
CCOc1ccccc1CSc1nc2ccccc2[nH]1	-0.5	1080	-14	-34	-0.8%	i	39	2.7	1.7	7.6	i	5	-36	571	i	5.4	0.96	1507
COc1ccc(CC(=O)Nc2ccc(C(=O)NC(C)(C)C)cc2)cc1	0.2	887	-5	-37	-0.3%	i	61	2.5	3.6	2.0	i	0	-4	600	i	0.5	·	·
S=C1NCCOCCNC(=S)NCCOCCOCCN1	-0.3	1548	-2	17	0.6%	i	61	0.9	1.6	4.5	i	-5	8	731	i	1.4	0.05	1283
CCCCNC(=O)[C@H](Cc1c[nH]c2ccccc12)NC(=O)c1ccccc1Cl	-0.8	889	-12	-5	-0.7%	i	54	2.8	2.7	6.2	i	-6	1	438	i	0.3	·	·
COc1ccccc1/C=C/C=N/NC(=O)c1ccc(=O)n(C)c1	22	894	-26	16	-0.5%	i	13	10	9.9	9.5	i	-2	31	665	i	0.6	-0.72	1495
CSC1=NC(C(Cl)(Cl)Cl)N=C(c2ccc(C)cc2)N1 (stereo unspecified)	108*	487*	-13	9	-1.2%	i	52	7.7	17	72	i	76	?	·	?	·	0.72	720
Cc1ccc(C)n1-c1ccc(C(=O)Nc2ccccc2)cc1	0.9	485	4	-6	-0.5%	i	56	3.0	3.9	11	i	-1	-14	674	i	0.7	-0.52	1172
C=CCN(c1ccc(C(=O)Nc2ccc3c(c2)n(C)c(=O)n3C)cc1)S(C)(=O)=O	·	·	·	·	0.0%	i	21	·	·	·	·	·	0	809	i	0.2	·	·
Cc1nn(C(C)(C)C)c(N)c1-c1ccccc1	-0.2	971	0	11	0.8%	i	32	2.0	2.3	7.7	i	-12	-14	661	i	0.5	0.03	1281
